From PubChem BioAssay
MsrA inhibitor = bovine MsrA enzyme inhibitors, primary screen, biochemical, absorbance, HTS; Methionine sulfoxide reductase A (Bos taurus); 360,000 tested, 0.75% active; AID 651718, 2012; purified bovine MsrA, absorbance read-out; inhibition, % at 15.5 µM; in the data active = inhibition above about 4.5%;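 note: 0% = vehicle wells with enzyme and 100% = reference inhibitor wells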
bovine MsrA act = bovine MsrA enzyme activators, primary screen, biochemical, absorbance, HTS; Methionine sulfoxide reductase A (Bos taurus); purified bovine MsrA, absorbance read-out; activation, % at 10.6 µM; 360,000 tested, 0.3% active; in the data active = activation above about 7.5%;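 note: 0% = vehicle and 100% = reference activator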
LMPTP inh = LMPTP phosphatase inhibitors, primary screen, biochemical, fluorescence intensity, uHTS | Low molecular weight phosphotyrosine protein phosphatase (Homo sapiens), P24666 | recombinant LMPTP-A, OMFP fluorogenic substrate | inhibition, % at 20 µM | 360,000 tested, 0.22% active | AID 651560, 2012;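 active = compounds that cut the enzyme signal by at least half of the control window in the single-dose screen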;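 note: plate controls were DMSO wells with enzyme plus substrate for no effect and substrate without enzyme for full effect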
Target sequence (P24666 whole entry, looked up): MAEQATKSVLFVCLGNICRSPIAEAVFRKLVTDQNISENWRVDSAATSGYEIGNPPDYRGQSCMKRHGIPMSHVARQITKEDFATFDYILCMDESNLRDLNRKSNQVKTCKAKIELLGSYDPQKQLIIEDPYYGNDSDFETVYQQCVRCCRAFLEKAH
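Test system – LMPTP-A enzyme · Amount – LMPTP-A at 0.625 nM final in the reaction · Buffer or medium – Bis-Tris pH 6.0, DTT, detergent · Reagent – OMFP 400 µM · Doses – single 20 µM dose · Schedule – reaction 50 min, room temperature, dark · Detection – fluorescence intensity of OMFP turnover product · Evaluation – percent inhibition versus substrate-only and uninhibited controls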
DNMT1 block = human DNMT1 methyltransferase inhibitors, primary screen, biochemical, molecular beacon, fluorescence, HinP1I cleavage, uHTS. inhibition (reported as % activation of signal), % at 10 µM. DNA (cytosine-5)-methyltransferase 1 (Homo sapiens), P26358. 360,000 tested, 0.83% active; in the data active = inhibition above about 50%
NRP1-CendR mod = modulators of CendR peptide binding to NRP-1, primary screen, biochemical, fluorescence polarization, uHTS | AID 602438, 2012 | 360,000 tested, 0.85% active | Neuropilin-1 (Homo sapiens), O14786 | FAM-RPARPAR peptide binding to NRP-1 | inhibition, % at 25 µM;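 active = inhibition or corrected inhibition above about 18%, plus a signal ratio from 0.5 to 1.5, limit read from the data, passing the limit was not always enough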; note: strong numbers were not always called active
SUMO1 PPI mod = modulators of SUMO1 protein-protein interactions, primary screen, biochemical, uHTS; SUMO1 binding to a labelled peptide, TR-FRET, 1 h; inhibition, % at 20 µM; 360,000 tested, 0.33% active; AID 602429, 2012; in the data active = inhibition above about 37%
Target sequence (P63165 whole entry, looked up): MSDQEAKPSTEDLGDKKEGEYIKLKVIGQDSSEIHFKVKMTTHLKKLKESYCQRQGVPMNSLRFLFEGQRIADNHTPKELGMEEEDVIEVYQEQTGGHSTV
Scp1 inh = Scp-1 phosphatase inhibitors, primary screen, biochemical, colorimetric, uHTS; inhibition, % at 20 µM; Recombinant Scp1, phosphopeptide, malachite green phosphate absorbance; Carboxy-terminal domain RNA polymerase II polypeptide A small phosphatase 1 (Homo …; 340,000 tested, 0.88% active;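 active = inhibition above about 50% at 20 µM, limit read from the data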;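 note: plate controls were DMSO wells with enzyme for no effect and wells lacking enzyme for full effect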
Target sequence (Q9GZU7 76-261 limits assumed): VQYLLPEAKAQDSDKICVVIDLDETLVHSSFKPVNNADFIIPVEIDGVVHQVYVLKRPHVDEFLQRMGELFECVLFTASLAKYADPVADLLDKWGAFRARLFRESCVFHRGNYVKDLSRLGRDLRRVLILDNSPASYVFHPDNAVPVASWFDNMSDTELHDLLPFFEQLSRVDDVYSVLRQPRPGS
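System: truncated SCP-1 phosphatase (76-261aa); medium: Tris acetate buffer pH 5.5 with MgCl2 and Tween-20; incubation: 45 min room-temperature reaction, 5 min colour, 30 min stabiliser; compound: single 20 µM dose, 1% DMSO; reagent: Phosphorylated 17-residue peptide substrate; read-out: % inhibition at 20 µM; technique: colorimetric free-phosphate detection, absorbance 630 nm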
STEP block = STEP phosphatase inhibitors, primary screen, biochemical, fluorescence intensity, uHTS. Tyrosine-protein phosphatase non-receptor type 5 (Homo sapiens), P54829. recombinant STEP, OMFP fluorogenic substrate. inhibition, % at 20 µM. 360,000 tested, 0.25% active. AID 588621, 2011;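 active = inhibition at 20 µM, scaled per plate between control wells, above about 37%, limit read from the data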;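 note: 0% = DMSO with enzyme and substrate and 100% = substrate only without enzyme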
Target sequence (P54829 whole entry, looked up): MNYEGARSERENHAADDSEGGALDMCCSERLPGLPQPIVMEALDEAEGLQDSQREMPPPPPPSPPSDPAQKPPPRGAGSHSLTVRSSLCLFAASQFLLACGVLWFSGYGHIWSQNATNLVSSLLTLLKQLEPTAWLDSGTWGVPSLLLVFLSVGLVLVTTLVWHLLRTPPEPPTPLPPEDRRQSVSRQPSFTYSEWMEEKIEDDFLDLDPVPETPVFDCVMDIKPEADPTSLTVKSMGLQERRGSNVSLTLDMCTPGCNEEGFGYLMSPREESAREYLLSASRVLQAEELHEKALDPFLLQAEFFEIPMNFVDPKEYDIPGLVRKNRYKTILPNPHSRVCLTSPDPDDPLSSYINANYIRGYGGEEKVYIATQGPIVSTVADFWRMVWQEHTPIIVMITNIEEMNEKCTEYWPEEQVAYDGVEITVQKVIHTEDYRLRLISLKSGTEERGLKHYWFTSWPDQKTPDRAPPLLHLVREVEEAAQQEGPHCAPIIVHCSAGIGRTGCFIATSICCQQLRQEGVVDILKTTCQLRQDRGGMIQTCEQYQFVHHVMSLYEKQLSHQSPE
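Material: STEP (striatal-enriched tyrosine phosphatase) enzyme, cell-free | Medium: 50 mM Bis-Tris pH 6.0 with 2.5 mM DTT and 0.005% Tween 20 | Read-out: Percent inhibition scaled to no-enzyme and uninhibited-enzyme controls, plate-pattern corrected | Signal: Fluorescence read at 480 nm ex / 540 nm em | Times: 20 min reaction, room temperature, in the dark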
E coli Lon inh = inhibitors of E. coli Lon protease, primary screen, biochemical, fluorescence polarization | P0A9M0 | purified E. coli Lon protease | inhibition, % at 7.94 µM | 360,000 tested, 0.42% active | AID 602123, 2011; in the data active = inhibition above about 13%, passing the limit was not always enough;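 note: 0% = enzyme with probe and DMSO and 100% = no enzyme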
TbMetRS inhib = T. brucei MetRS inhibitors, primary screen, biochemical, luminescence. methionyl-tRNA synthetase (Trypanosoma brucei brucei). purified T. brucei MetRS, ATP depletion, Kinase-Glo luminescence. inhibition, % at 11.9 µM. 360,000 tested, 0.4% active;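 active = inhibition above a per-plate cutoff of the control wells' mean inhibition plus 3 SD, cut at about 5.5% in these data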;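 note: 0% = DMSO wells median and 100% = median of wells with control inhibitor compound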
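Material: parasite MetRS enzyme / Replication: singlicate, one well per compound / Signal: luminescence of leftover ATP / Schedule: 2 h aminoacylation at 25 °C after 15 min preincubation / Medium: HEPES-MgCl2-KCl buffer plus DTT, spermine, BSA, pyrophosphatase / Doses: 11.9 µM single point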
The depositor's hits bear a star; . = no result given. Random draw from the library. Share with any hit: about 4.3%.

SMILES	MsrA inhibitor	bovine MsrA act	LMPTP inh	DNMT1 block	NRP1-CendR mod	SUMO1 PPI mod	Scp1 inh	STEP block	E coli Lon inh	TbMetRS inhib
COc1ccc(Cc2nnc(N/N=C/c3ccc(O)cc3)[nH]c2=O)cc1OC	3.2	-2	2.9	0	3	1	-12	0	16	1.8
Fc1ccccc1COc1ccc(Br)cc1CNCc1cccnc1	-0.8	-1	0.7	2	1	2	-1	-2	-2	0.2
COC(=O)C1CCN(c2nc3ccccc3nc2C(C#N)C(=O)OCC(C)C)CC1 (stereo unspecified)	0.3	-1	6.7	-4	-5	-9	-3	4	7	0.2
CCOc1ccc(CCN2CN(CC)CNC2=S)cc1OCC	-0.9	-2	-1.3	1	12	-1	0	2	-7	0.6
CC(C)Cn1c([N+](=O)[O-])nc2c1c(=O)[nH]c(=O)n2C	-1.1	2	0.1	0	-2	-36	-11	-2	-4	0.2
Nc1ccc2cn[nH]c2c1	-1.3	-7	-2.6	-7	2	-2	-6	0	1	0.5
CC(Oc1ccc(Cl)cc1Cl)C(=O)OCC(=O)c1c(N)n(C)c(=O)n(C)c1=O (stereo unspecified)	0.2	-3	2.1	-6	7	5	-10	10	-4	-0.1
CN(CCOc1ccccc1)C(=O)CNC(=O)c1ccc(C(C)(C)C)cc1	0.7	-4	-0.4	-2	8	-5	-3	0	0	-0.4
COc1cc(NC(=O)c2ccc(NC3=NC4CS(=O)(=O)CC4S3)cc2)cc(OC)c1OC (stereo unspecified)	1.3	-1	0.1	6	2	3	-12	-1	2	-0.5
CC(C)c1ccc(C(CC(=O)O)N2Cc3ccccc3C2=O)cc1 (stereo unspecified)	-0.9	0	-0.4	3	14	-2	-4	1	-12	-0.2
CCOc1ccc(-n2c(SCC(=O)NCc3ccco3)nc3c(c2=O)SCC3)cc1	4.1	-2	-1.2	0	3	-20	-4	0	-7	-0.3
COc1ccc(Cl)cc1S(=O)(=O)Nc1ncn[nH]1	-0.3	1	-0.2	0	6	6	10	-2	1	-0.5

Full records as entered above. Order of values: MsrA inhibitor | bovine MsrA act | LMPTP inh | DNMT1 block | NRP1-CendR mod | SUMO1 PPI mod | Scp1 inh | STEP block | E coli Lon inh | TbMetRS inhib
Profile of CCOc1ccc(CCN2CN(CC)CNC2=S)cc1OCC = -0.9 | -2 | -1.3 | 1 | 12 | -1 | 0 | 2 | -7 | 0.6
Profile of COc1ccc(Cc2nnc(N/N=C/c3ccc(O)cc3)[nH]c2=O)cc1OC = 3.2 | -2 | 2.9 | 0 | 3 | 1 | -12 | 0 | 16 | 1.8

Next structures follow:
SMILES	MsrA inhibitor	bovine MsrA act	LMPTP inh	DNMT1 block	NRP1-CendR mod	SUMO1 PPI mod	Scp1 inh	STEP block	E coli Lon inh	TbMetRS inhib
Fc1ccc(-n2nnnc2-c2cnc(-c3cccs3)nc2C(F)(F)F)cc1	2.8	0	3.6	5	10	-3	-10	-2	-2	-0.8
C[C@@H]1C(c2cccc(Cl)c2)=NN(c2ccc(Br)cc2)[C@H]1C(=O)N1CCOC1=O	.	-2	4.8	-14	1	5	-4	-1	-5	-0.8
Cc1sc2ncnc(N3CCC(C(=O)NNC(=O)COc4ccc(Br)cc4)CC3)c2c1C	-0.6	-1	1.4	-4	-13	1	-5	1	-2	-0.2
COc1ccc2c(c1)CCC/C2=N\OC(=O)c1ccccc1F	-0.1	-1	2.2	-1	-2	4	-12	0	-6	-0.4
CCC(NC(=O)NC1=NCCS1)(C(F)(F)F)C(F)(F)F	-1.6	-1	-1.1	4	-2	-1	1	-2	2	0.0
COc1cccc(C(C)(O)c2nc(-c3cccc(NC(C)=O)c3)cs2)c1 (stereo unspecified)	-0.8	-1	-0.3	1	5	0	.	0	-6	-0.1
Cc1ccc(-n2nc3c(=O)n(CCCC(=O)NCc4ccc(F)cc4)nc(C)c3c2C)cc1	-0.3	-3	-1.2	0	-5	0	-5	0	-1	-0.5
CCCNC(=O)CN1C(=O)NC(Cc2c[nH]c3ccccc23)C1=O (stereo unspecified)	1.9	-5	-2.4	-2	3	0	-3	0	-2	0.1
Cc1coc2cc3oc(=O)c(CCC(=O)NC4CC4)c(C)c3cc12	1.5	0	-1.4	1	-14	3	-1	3	-10	-0.9
CCOC(=O)[C@]12CCCC=C1N(Cc1ccc(Cl)cc1Cl)C(=O)[C@H](CC(=O)NCCCCc1ccccc1)C2	-0.1	0	6.8	.	9	5	.	.	-3	0.2
Cc1sc2ncnc(SCc3ccco3)c2c1C	1.1	4	2.6	-2	-8	4	-6	4	-4	0.0
CC(C)C(NC(=O)C1CCCCC1)C(=O)NC1CCCC(C)C1C (stereo unspecified)	.	-7	1.0	0	-4	-5	4	-2	2	-1.3

SMILES	MsrA inhibitor	bovine MsrA act	LMPTP inh	DNMT1 block	NRP1-CendR mod	SUMO1 PPI mod	Scp1 inh	STEP block	E coli Lon inh	TbMetRS inhib
C1=Nc2c(NCc3ccccc3)ncnc2Oc2ccccc21	0.4	4	2.7	0	-4	-11	-10	0	-12	-0.4
O=S(=O)(Nc1cccc(-c2ccc(N3CCOCC3)nn2)c1)c1cc(Cl)ccc1Cl	-0.8	2	3.5	1	-2	2	6	2	-11	-0.2
Cc1ccc(C=NNc2nc3c([nH]2)c(=O)n(C)c(=O)n3C)cc1	2.5	-5	-4.0	1	-6	10	-2	0	3	0.1
Cc1ccccc1-c1nc2sc3c(c2c(=O)n1N)CCCC3	0.8	0	-0.3	-1	-2	10	-4	-1	-12	0.2
Cc1cc(N/N=C/c2c(O)ccc3ccccc23)nc(-c2ccccc2O)n1	-1.1	-4	1.9	-2	10	8	-1	-4	0	-1.2
O=c1cc(CO)[nH]nc1CO	0.9	0	-0.7	9	-6	-2	.	-3	-4	-0.1
Cc1n[nH]c(C)c1CCN(C)Cc1cn(C)nc1-c1ccccc1F	-0.5	-4	-2.5	-1	1	5	-3	-5	8	-0.8
Cc1sc2nc(-c3ccccc3)oc(=O)c2c1C	1.4	-3	1.6	2	5	-9	-9	1	-4	0.0
C=CCn1c(SCC(=O)c2c(N)n(C)c(=O)n(C)c2=O)nnc1-c1ccoc1C	0.3	-6	-0.4	1	10	5	-12	-4	-2	-0.2
CCCCc1c(O)nc(SCC(=O)N2CCOCC2)n(-c2ccccc2OC)c1=O	-0.3	-2	-0.7	1	5	0	1	-2	-2	-0.3
O=C(NNC(=S)NCc1ccccc1)c1ccc2c(c1)OCO2	-0.4	-13	-1.0	12	7	1	-5	-2	4	0.6
O=C(c1ccco1)N1CCN(S(=O)(=O)c2ccc(F)cc2)CC1	0.1	-2	-1.0	-2	14	-3	-1	-2	6	-0.1

SMILES	MsrA inhibitor	bovine MsrA act	LMPTP inh	DNMT1 block	NRP1-CendR mod	SUMO1 PPI mod	Scp1 inh	STEP block	E coli Lon inh	TbMetRS inhib
CCN(CC)C(=O)[C@H]1C[C@H](CC(=O)NC/C=C(\C)CCC=C(C)C)C(=O)N2CCc3c([nH]c4cc(CCC(=O)N(C)C)ccc34)[C@]12C	.	3	0.5	-11	8	6	9	2	8	-0.2
Cc1cc(C(F)F)nn1CC(=O)NCc1ccc(Cl)cc1Cl	-0.8	-10	0.0	-1	8	-3	0	0	-7	5.0
Cc1nn(C(C)CC(=O)O)c(C)c1Br (stereo unspecified)	0.5	-5	-4.5	1	-12	0	0	-4	-1	-0.8
CCOC(=O)c1cnc2nc(C(F)(F)F)[nH]n2c1=O	0.2	1	-1.1	2	1	3	-6	2	-6	-0.8
C=CCc1cccc(/C=N/c2ncccc2O)c1O	2.0	-7	6.5	-10	3	4	-10	10	9	-1.2
CNC(=O)NC(=O)CSc1nnc(-c2ccc(F)cc2)n1CC1CCCO1 (stereo unspecified)	1.2	-3	-0.4	1	11	-4	-3	-2	-6	-0.2
c1cncc(-c2nc3cc4ccccc4cc3[nH]2)c1	2.5	-6	3.4	1	-7	-20	-13	-5	-10	3.0
Cc1ccc2cc(NC(=O)C3(C)CCN3C(C)C)ccc2n1 (stereo unspecified)	0.8	5	-2.4	0	4	2	.	1	-9	-0.2
O=C(COc1ccc([N+](=O)[O-])cc1)Nc1ccc(N2CCN(C(=O)c3ccco3)CC2)cc1	0.0	-1	4.4	-13	9	-14	-4	1	5	-0.6
CCn1c(-c2cc(-c3cccc(OC)c3)nc3ccccc23)n[nH]c1=S	2.2	-1	-0.1	-1	-9	5	-8	0	1	0.4
C=CCOc1cccc(C2/C(=C(/O)c3ccccc3)C(=O)C(=O)N2CCN2CCOCC2)c1 (stereo unspecified)	1.8	-4	-1.5	-1	-2	-6	-7	1	-11	-0.8
CCSc1nnc(-c2ccc(S(=O)(=O)N3CCOCC3)cc2)n1CC1CCCO1 (stereo unspecified)	0.5	-8	-0.9	4	-6	3	4	1	5	-0.3

SMILES	MsrA inhibitor	bovine MsrA act	LMPTP inh	DNMT1 block	NRP1-CendR mod	SUMO1 PPI mod	Scp1 inh	STEP block	E coli Lon inh	TbMetRS inhib
CCCN(C(=O)CSc1nc2ccccc2n1CC)C1CCS(=O)(=O)C1 (stereo unspecified)	1.1	-3	-2.2	4	-9	4	-8	-1	-4	-0.3
O=C(CSc1nnc(-c2ccncc2)n1Cc1ccccc1)NC1CCCc2ccccc21 (stereo unspecified)	1.9	-5	-0.7	0	-7	1	-7	0	7	0.1
CSc1ccc(CN(C)C(=O)c2cc(=O)c3ccccc3o2)cc1	-0.9	-13	-1.2	0	4	3	-3	-4	-4	-0.7
CCOc1ccc(OCCN(C)Cc2ccccc2)cc1	-0.3	1	-1.9	2	-5	-1	-5	-3	-7	-0.1
CC(C)(C)c1ccc(C2(C)NC(=O)NC2=O)cc1 (stereo unspecified)	-1.7	-3	0.7	-2	2	4	-7	-4	-7	-0.4
COC(=O)[C@@]12CCCN1[C@H](c1ccc(-c3ccccc3)cc1)[C@@H]1C(=O)N(C)C(=O)[C@@H]12	0.1	-1	0.0	-7	0	2	-7	0	2	-0.2
CCCn1c(SCC(=O)N(C)CC(=O)Nc2ccc(C)cc2)n[nH]c1=O	0.2	-1	-1.4	0	-14	2	1	1	-3	-0.6
